Source: PubChem BioAssay
RAD54 branch = inhibitors of human RAD54 branch migration. 0.14% of 360,000 active. inhibition, % at 10.4 µM. RAD54 Holliday junction branch migration, FAM/BHQ fluorescence;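 active = mean normalized replicate activity at least 40 and at least half of replicates scoring 40 or more; inconclusive = only one of the two criteria met; inactive = mean below 40 and under half of replicates reaching 40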;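 also: 0% = median of neutral control wells and 100% = median of positive control wells; inhibitors cause a drop in the FAM fluorescence signal; in these data hits start at about 50%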
Target sequence (Q92698 whole entry, looked up): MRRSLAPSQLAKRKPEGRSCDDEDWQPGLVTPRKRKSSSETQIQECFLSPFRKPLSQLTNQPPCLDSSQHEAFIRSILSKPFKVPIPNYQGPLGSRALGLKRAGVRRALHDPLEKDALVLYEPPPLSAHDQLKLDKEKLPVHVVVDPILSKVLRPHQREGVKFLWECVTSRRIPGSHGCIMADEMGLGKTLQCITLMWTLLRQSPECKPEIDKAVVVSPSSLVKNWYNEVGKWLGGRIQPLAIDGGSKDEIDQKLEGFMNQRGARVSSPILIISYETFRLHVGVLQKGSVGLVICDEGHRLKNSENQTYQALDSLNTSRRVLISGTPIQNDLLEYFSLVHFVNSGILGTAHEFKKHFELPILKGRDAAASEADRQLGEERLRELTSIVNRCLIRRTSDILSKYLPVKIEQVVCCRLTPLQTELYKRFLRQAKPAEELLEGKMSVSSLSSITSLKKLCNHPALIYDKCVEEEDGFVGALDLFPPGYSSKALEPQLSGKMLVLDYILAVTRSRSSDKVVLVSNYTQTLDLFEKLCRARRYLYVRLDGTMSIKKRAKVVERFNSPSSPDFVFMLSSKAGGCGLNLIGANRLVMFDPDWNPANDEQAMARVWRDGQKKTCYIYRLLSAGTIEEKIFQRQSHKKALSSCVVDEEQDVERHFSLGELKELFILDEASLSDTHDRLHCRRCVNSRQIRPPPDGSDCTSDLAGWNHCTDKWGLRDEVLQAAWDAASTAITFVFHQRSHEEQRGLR
DENV2 CPE = inhibitors of DENV2 cytopathic effect; CPE inhibition, % at 9.99 µM; 1.7% of 350,000 active; DENV2-infected cells, cytopathic effect rescue, plate reader; in the data active = CPE inhibition above about 20%, passing the limit was not always enough; inconclusive = no clear call, values can overlap the other calls; tested in BHK-21 cells;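 also: 0% = median of neutral control wells and 100% = median of positive control wells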
RAD52 inh = RAD52 (human) annealing inhibition; recombinant RAD52 DNA annealing, FRET fluorescence; inhibition, % at 18.7 µM; 0.46% of 360,000 active; AID 651710;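 active = every replicate showing at least 50% inhibition; inconclusive = mean inhibition at least 50% but not in every replicate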
E-selectin induc = induces E-selectin expression in human endothelial cells; AID 686992; activation, % at 7.58 µM; 0.37% of 260,000 active; HUVEC E-selectin immunofluorescence imaging; normalized: neutral wells 0, TNF-alpha wells 100; P16581;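 active = mean E-selectin-positive cell signal at least 10% of the positive control, reached in at least 60% of replicates, without over 20% cell loss; inconclusive = no rule given, readout overlaps actives, possibly toxicity-flagged; inactive = the rest, including those meeting only one limit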;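 also: in these data hits start at about 27%; measured in HUVEC primary endothelial cells; signal is the percent of cells scored E-selectin positive by PE staining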
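Test system: HUVEC; input: 3,000 HUVEC/well; measured by: immunofluorescence imaging; read-out: % PE-positive cells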
XiGFP reactiv = X-chromosome reactivation activator. XiGFP mouse fibroblasts, % GFP-positive cells imaging, 3 d; cells co-treated with 5-aza-dC sensitizer; scaled so ellipticine positive control = 100%. activation, % at 7.58 µM. 0.055% of 360,000 active. AID 743238;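 active = mean normalized replicate activation at least 10% and every replicate at or above 10%; inconclusive = only one of the two criteria met; inactive = mean below 10% and not all replicates reach 10%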;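 also: 0% = median of on-plate neutral control wells and 100% = ellipticine 6 µM median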
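Material: XiGFP fibroblasts, SV40-immortalized; Buffer or medium: DMEM containing 5-aza-dC; Compound dosing: single point; Times: 3 days compound exposure.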
F508del corr = CFTR F508del correction in bronchial cells. CFBE cells, YFP halide quenching; stimulated with forskolin plus potentiator P3; % fluorescence drop versus neutral controls. activity (quench increase), % at 7.58 µM. 0.36% of 350,000 active. AID 720511;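 active = mean added fluorescence quench of at least 8% versus neutral control, with both replicates also reaching 8%; inconclusive = only one of the mean or replicate conditions met; inactive = mean below 8% and not both replicates reaching 8%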;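 also: cells transiently co-express mutant CFTR-F508del with the halide-sensitive YFP; corrector assay measuring rescue of mutant channel to the surface after 24 h compound exposure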
GSIS activator = GLuc luminescence reporter in INS-1E cells, primary screen for activators of glucose-dependent secretion of insulin; activation, % at 16.6 µM; 0.61% of 370,000 active; INS-1E GLuc reporter insulin secretion, 2-3 h;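 active = lowest replicate activation of at least 40%, so every replicate reaches that level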;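 also: 0% = median of neutral control wells and 100% = median of IBMX positive control wells; some compounds called inactive have numbers as strong as hits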
CASP6 VEID inh = caspase-6 (human) enzyme inhibition. P55212. 0.53% of 350,000 active. AID 686996. inhibition, % at 12.5 µM. purified caspase-6, Z-VEID-R110 cleavage fluorescence;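 active = mean inhibition across replicates at least about 35%, with every replicate also reaching that limit, limit read from the data; inconclusive = only one of the two criteria met; inactive = neither criterion met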;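 also: 0% = median of neutral control wells and 100% = no fluorescence left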
Target sequence (P55212 24-179 limits assumed): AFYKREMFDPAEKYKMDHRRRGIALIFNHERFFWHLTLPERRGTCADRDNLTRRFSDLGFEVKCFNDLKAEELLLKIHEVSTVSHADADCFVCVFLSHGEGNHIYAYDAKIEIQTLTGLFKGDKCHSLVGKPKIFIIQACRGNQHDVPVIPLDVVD
Target sequence (P55212 194-293 limits assumed): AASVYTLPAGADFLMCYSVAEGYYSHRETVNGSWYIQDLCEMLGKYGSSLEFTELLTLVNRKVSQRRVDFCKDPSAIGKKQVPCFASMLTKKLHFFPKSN
* hit, by the source's call; ? = inconclusive; · = no result given.

Sequence of screens – GSIS activator | RAD54 branch | XiGFP reactiv | DENV2 CPE | CASP6 VEID inh | RAD52 inh | E-selectin induc | F508del corr
CC(NC(=O)CCc1nnc(-c2ccc(-c3ccccc3)cc2)o1)c1nc2ccccc2[nH]1 (stereo not drawn)
  1 | · | 0.1 | 1 | 2 | -78 | · | -3.0
CC(=O)Nc1ccc(NC(=O)CSc2nnc(NC(=O)c3ccccc3F)s2)cc1
  -6 | -7 | 0.0 | 30* | 0 | -10 | 0.2 | 2.9
COC(=O)N1C(=O)[C@](c2ccsc2)(C(C)C)N1C(=O)OC
  13 | 14 | 0.0 | 48* | 0 | -10 | -0.1 | -0.3
Cc1ccccc1S(=O)(=O)N(C)C[C@@H]1OCc2ccccc2-c2ccccc2C(=O)N([C@H](C)CO)C[C@@H]1C
  -8 | -2 | -0.9 | -5 | 0 | 6 | 0.3 | 0.3
Cc1cnc(C(=O)OCC(=O)Nc2ccc(Cl)cn2)cn1
  7 | -3 | -0.1 | 1 | 5 | -19 | -0.2 | 0.4
CCOc1ccc(C(=O)NCC(=O)Nc2cc(C)ccn2)cc1OCC
  44* | 1 | 0.0 | -7 | 1 | -10 | -0.2 | -0.4
O=C(CCc1c[nH]c2ccccc12)N1CCN(c2ccc(O)cc2)CC1
  -17 | · | 0.0 | 6 | 2 | -8 | 4.0 | -3.2
COC(=O)c1cc(S(=O)(=O)N(C)C2CCCCC2)oc1C
  -2 | -11 | 0.0 | 20 | -3 | -15 | 0.4 | -4.0
CO[C@H]1CN(C)C(=O)c2cc(NC(=O)C3CCOCC3)ccc2OC[C@H](C)N(C(C)=O)C[C@H]1C
  5 | · | -0.2 | · | · | · | -0.5 | -1.1
O=C(COC(=O)c1ccc(F)c(S(=O)(=O)N2CCOCC2)c1)NCc1ccccc1
  · | -5 | 0.1 | 3 | -11 | -6 | 0.1 | -1.5
NC(=Nc1c([N+](=O)[O-])cnc2ccccc12)N1CCOCC1
  7 | · | -0.2 | -5 | -1 | -13 | 0.0 | -0.2
O=C(CCNC(=O)c1ccco1)NCc1ccc(F)cc1
  · | -1 | -1.1 | 6 | 1 | -10 | 0.0 | 0.5
O=C(Nc1ccccc1C(=O)NCC1CC1)c1cccs1
  5 | · | 0.2 | 17 | -1 | -21 | 0.6 | -1.5
C[C@H]1CN([C@@H](C)CO)C(=O)c2cccc(NC(=O)C3CC3)c2O[C@H]1CN(C)S(=O)(=O)c1cn(C)cn1
  7 | 9 | 0.1 | 1 | 2 | 1 | -0.2 | -2.0
CCOc1ccc(-c2c(C(=O)N/N=C(\C)c3ccco3)nnn2-c2nonc2N)cc1
  13 | -12 | 0.0 | -5 | 6 | -11 | 0.2 | 0.2
Cc1ccc(C(=O)N/C(=C/c2ccc(-c3cccc([N+](=O)[O-])c3)o2)C(=O)NCCCN(C)C)cc1
  -6 | 43 | 0.0 | -1 | 2 | 66* | -1.4 | -0.3
O=C(CSc1nc(O)cc(=O)n1C1CCCC1)Nc1cccc(Cl)c1Cl
  -18 | · | 0.3 | -7 | 1 | -23 | 7.7 | 2.0
COc1ccc2c3c(n(C)c2c1)[C@H](CO)N(C(C)=O)CC31CCN(Cc2cccnc2)CC1
  -4 | · | 0.1 | 11 | 2 | 5 | 0.3 | -4.4
O=C(c1ccncc1)N1C[C@@H]2[C@H](c3ccccc31)[C@@H](CO)N2Cc1ccc(F)cc1
  2 | 3 | 0.4 | 5 | 1 | -3 | -0.4 | 2.2
Cc1cc(C)c(C)c(S(=O)(=O)N2CCC(C(=O)N3CC(C)CC(C)C3)CC2)c1C (stereo not drawn)
  -54 | 5 | 0.1 | -5 | 1 | -14 | · | -5.4
CCc1nnc(NC(=O)CCC(=O)NC2CCCC2)s1
  -8 | 3 | 0.1 | 9 | -4 | -8 | · | -2.0
CN(C(=O)CSc1ncnc2c(-c3cccs3)nsc12)C1CCCCC1
  · | · | -0.1 | 2 | 1 | -42 | · | 3.0
CCOc1ccccc1N1CCN(C(=O)CNC(=O)c2sc3ccccc3c2Cl)CC1
  6 | 2 | 0.1 | 6 | 2 | -14 | · | 0.4
OCCC1CN(Cc2ccc(F)cc2)CCN1CCCc1ccccc1 (stereo not drawn)
  · | -1 | 0.0 | 2 | 1 | -2 | 0.6 | 3.1
COc1ccc(NC(=S)N(Cc2cccc(Br)c2)CC2CCC(C(=O)O)CC2)cc1 (stereo not drawn)
  8 | -5 | 0.0 | -2 | 0 | -25 | · | -1.7
OC[C@@H]1[C@H](c2ccccc2)C2(CN(Cc3ccccc3)C2)N1Cc1ccncc1
  0 | · | 0.3 | 7 | 0 | -4 | 0.0 | -2.4
CC1=C(C(=O)N(C(C)C)C(C)C)CC(CC(=O)NC2CCCC2)C(=O)N1Cc1ccccc1 (stereo not drawn)
  -6 | -13 | -0.1 | -13 | -1 | 5 | -1.5 | -1.2
COc1ccc(-c2nc3ccccc3c(=O)n2NC(=S)N(C)C)cc1
  13 | -5 | 0.0 | · | · | · | -0.1 | ·
O=C(Cc1ccccc1)NCC(=O)N1CCc2ccccc2C1
  2 | -2 | 0.2 | -3 | · | -7 | 0.0 | 1.7
O=C(C[C@@H]1CC[C@H]2[C@@H](COC[C@@H](O)CN2C(=O)c2cnccn2)O1)NCc1ccc(Oc2ccccc2)cc1
  1 | -2 | 0.5 | -3 | -2 | 4 | 0.1 | 3.3

Complete entries from above. Values in the order: GSIS activator, RAD54 branch, XiGFP reactiv, DENV2 CPE, CASP6 VEID inh, RAD52 inh, E-selectin induc, F508del corr
Record of Cc1cc(C)c(C)c(S(=O)(=O)N2CCC(C(=O)N3CC(C)CC(C)C3)CC2)c1C (stereo not drawn) : -54, 5, 0.1, -5, 1, -14, ·, -5.4
Record of Cc1ccc(C(=O)N/C(=C/c2ccc(-c3cccc([N+](=O)[O-])c3)o2)C(=O)NCCCN(C)C)cc1 : -6, 43, 0.0, -1, 2, 66*, -1.4, -0.3
Record of C[C@H]1CN([C@@H](C)CO)C(=O)c2cccc(NC(=O)C3CC3)c2O[C@H]1CN(C)S(=O)(=O)c1cn(C)cn1 : 7, 9, 0.1, 1, 2, 1, -0.2, -2.0
Record of NC(=Nc1c([N+](=O)[O-])cnc2ccccc12)N1CCOCC1 : 7, ·, -0.2, -5, -1, -13, 0.0, -0.2

Returning to the listing; the 7 compounds before the break are reprinted first.
Sequence of screens – GSIS activator | RAD54 branch | XiGFP reactiv | DENV2 CPE | CASP6 VEID inh | RAD52 inh | E-selectin induc | F508del corr
OCCC1CN(Cc2ccc(F)cc2)CCN1CCCc1ccccc1 (stereo not drawn)
  · | -1 | 0.0 | 2 | 1 | -2 | 0.6 | 3.1
COc1ccc(NC(=S)N(Cc2cccc(Br)c2)CC2CCC(C(=O)O)CC2)cc1 (stereo not drawn)
  8 | -5 | 0.0 | -2 | 0 | -25 | · | -1.7
OC[C@@H]1[C@H](c2ccccc2)C2(CN(Cc3ccccc3)C2)N1Cc1ccncc1
  0 | · | 0.3 | 7 | 0 | -4 | 0.0 | -2.4
CC1=C(C(=O)N(C(C)C)C(C)C)CC(CC(=O)NC2CCCC2)C(=O)N1Cc1ccccc1 (stereo not drawn)
  -6 | -13 | -0.1 | -13 | -1 | 5 | -1.5 | -1.2
COc1ccc(-c2nc3ccccc3c(=O)n2NC(=S)N(C)C)cc1
  13 | -5 | 0.0 | · | · | · | -0.1 | ·
O=C(Cc1ccccc1)NCC(=O)N1CCc2ccccc2C1
  2 | -2 | 0.2 | -3 | · | -7 | 0.0 | 1.7
O=C(C[C@@H]1CC[C@H]2[C@@H](COC[C@@H](O)CN2C(=O)c2cnccn2)O1)NCc1ccc(Oc2ccccc2)cc1
  1 | -2 | 0.5 | -3 | -2 | 4 | 0.1 | 3.3
C[C@@H]1CN([C@H](C)CO)S(=O)(=O)c2ccc(C3=CCCC3)cc2O[C@H]1CN(C)Cc1ccccc1
  -8 | -1 | -0.7 | -9 | 1 | -1 | 1.5 | 0.4
COc1ccc(OC)c(CN2CCN(S(=O)(=O)c3ccc(NC(C)=O)cc3)CC2)c1
  -2 | · | 0.0 | 2 | 4 | -4 | · | -1.4
O=C1N/C(=N\N=C\c2cccs2)SC1Cc1cccc(Cl)c1Cl (stereo not drawn)
  -9 | 7 | 0.6 | · | · | · | 0.4 | ·
CC(=O)Nc1ccc(S(=O)(=O)N2CCN(c3cnn(C)c(=O)c3Cl)CC2)cc1
  -10 | -11 | 0.0 | -7 | 1 | -31 | · | -0.9
O=c1cc(CN2CCN(c3ccccc3F)CC2)c2ccccc2o1
  9 | -1 | 0.0 | 3 | -1 | 10 | 0.0 | 0.4
Cc1ccc(N(Cc2ccccc2)C(=O)c2ccc(Cl)c(S(=O)(=O)N3CCOCC3)c2)cc1
  20 | · | 0.4 | 1 | -5 | -12 | -0.1 | 1.6
CCCN(C)C[C@H]1OCCCC[C@@H](C)Oc2ccc(NC(=O)c3ccncc3)cc2C(=O)N([C@H](C)CO)C[C@@H]1C
  1 | 5 | -0.1 | -5 | -4 | 7 | -0.4 | -0.5
O=C(C[C@H]1C(=O)N(Cc2cccnc2)C[C@@H]1Cc1ccccc1)Nc1ccccc1
  2 | 6 | 0.5 | -3 | 0 | -18 | -0.1 | 3.6
CCC(c1ccccc1)c1noc(CCN(CC)CC)n1 (stereo not drawn)
  · | -7 | 0.1 | 15 | -1 | -1 | 0.9 | 0.7
COc1ccc(NC(=S)N(CCCN2CCOCC2)Cc2ccco2)cc1
  7 | · | 0.1 | 3 | 3 | -8 | -0.1 | 0.9
CCCNC(=O)N[C@H]1C=C[C@@H](CC(=O)NC2CCC2)O[C@H]1CO
  11 | 1 | 0.4 | -9 | 0 | -17 | 0.1 | -3.2
CC(=O)N1C[C@H]2CON(C)[C@H]2C[C@H]1c1cccc(-c2ccccc2C)c1
  -8 | 6 | · | ? | 2 | -8 | 0.0 | -0.9
Nc1ccc2ccc(N)cc2c1
  -7 | · | 0.1 | 0 | 16 | 9 | 0.4 | 2.2
CC1(C(=O)NS(=O)(=O)C2CC2)CCN(C(=O)COCc2ccccc2)C1 (stereo not drawn)
  · | 1 | 0.1 | -2 | 0 | -7 | · | 1.3
N#Cc1nc(-c2cccs2)oc1NCC1CCCO1 (stereo not drawn)
  20 | 2 | · | 8 | 0 | -9 | · | 1.9
Cc1ccc2c(Cl)cc(Cl)c(OCC(=O)Nc3cc(S(=O)(=O)N(C)C)ccc3C)c2n1
  -5 | · | -0.1 | -3 | -1 | -30 | · | -1.3
COc1cccc(/C=C2\SC(N3CCCC(C)C3)=NC2=O)c1OC (stereo not drawn)
  -11 | -5 | 0.0 | -5 | -1 | -19 | -0.5 | -0.9
O=C(CC1C(=O)NCCN1Cc1ccccc1C(F)(F)F)NC1CCCCCC1 (stereo not drawn)
  5 | -2 | 0.2 | -5 | 3 | -32 | 1.9 | -1.8
NC(=O)Nc1ccc(C(=O)OCC(=O)NC2CCCc3ccccc32)cc1 (stereo not drawn)
  · | 17 | 0.1 | -2 | -1 | -19 | 0.7 | -0.1
CCN(CC)S(=O)(=O)c1ccc2oc(C(=O)NCCN3CCOCC3)c(C)c2c1
  -14 | -6 | 0.1 | 2 | -2 | -17 | · | 0.7
S=C(NCc1ccco1)Nc1ccc(Cl)c(Cl)c1
  -36 | 9 | · | -2 | 2 | -52 | · | -4.7
NC(=O)C1CCN(C(=O)COc2ccc3c4c(c(=O)oc3c2)CCCC4)CC1
  · | 4 | · | -1 | -6 | -4 | · | 3.5
Cc1cc(F)ccc1S(=O)(=O)N1CCCCC1CCNC(=O)C(=O)NCc1ccccn1 (stereo not drawn)
  -8 | · | 0.0 | -1 | -3 | 3 | 75* | -2.3
